# ERK EGF block = qHTS Assay for Inhibitors of the ERK Signaling Pathway using a Homogeneous Screening Assay; Stimulation with EGF; HEK293-V1b, EGF-stimulated phospho-ERK AlphaScreen; Potency, µM (titrated, usually from 11.5 µM), for inactives: at the top dose activity change, negative = inhibition, most hits filed as inhibitors; actives 0.41% (n = 130,000); active = well fitted inhibition curve with a large enough effect; inconclusive = small, poorly fitted or top-dose-only effect, or effect the other way;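 note: plate controls were stimulated vehicle wells for no effect and unstimulated vehicle basal for full effect; nearly all actives have a fitted effect of over 55% in size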
#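 Cell line HEK293 (stable V1b), low serum overnight. Pretreatment: compound 30 min, 37C. EGF 25 nM, 5 min. Detection: SureFire AlphaScreen, 5 h RT. AC50 via standard Hill equation.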
# Numbers without * were called inactive; ? = inconclusive; [ ] = another dose, or the depositor's remark. Potency is the fitted concentration of half-maximal effect. Some of the compounds tested. The share of hits here may be higher or lower than overall.
ERK EGF block	compound
-1%	COC(C(=O)NCc1ccccc1C)c1ccccc1 (centres undefined)
1%[57.5 µM]	Cc1ccc(NC(=O)/C(=C/c2ccc([N+](=O)[O-])cc2)NC(=O)c2ccccc2)cc1
-4%	CCCCCn1c(=O)[nH]c2cc(C(=O)NCCCN(C)Cc3ccccc3)ccc2c1=O
28%[57.5 µM]	Cc1ccc2nc3c(cc(C(=O)NCC4CCCO4)c(=N)n3CCCOC(C)C)c(=O)n2c1 (centres undefined)
-13%[57.5 µM]	COc1cc(/C=C2/SC(=O)NC2=O)ccc1Oc1ccc([N+](=O)[O-])cc1[N+](=O)[O-]
1%	N#Cc1ccc(/C=C/C(=O)c2cccnc2)cc1
-1%	CC(=O)Nc1ccc(OS(=O)(=O)c2ccc([N+](=O)[O-])cc2)cc1
4%	CCC(CC)c1nnc(NC(=O)C2=NNC(=O)CC2)s1

# (cont.)
ERK EGF block	compound
-7%	COc1ccc(-n2cc(C(=O)c3ccc4ccccc4c3O)cn2)cc1
?	O=[N+]([O-])c1ccc(N/N=C/c2ccc(O)c(O)c2O)c(S(=O)(=O)N2CCOCC2)c1
1%	COc1ccc(/C=N/Nc2nc(N3CCCC3)nc(N3CCCC3)n2)cc1
-6%	COc1ccc(N2CCN(C3CC(=O)N(Cc4ccccc4)C3=O)CC2)cc1 (centres undefined)
-3%	c1ccc(C(c2ccccc2)c2noc(CN3CCC(c4ccncc4)CC3)n2)cc1
?	O=C(Nc1ccc(Cc2ccncc2)cc1)c1ccc(S(=O)(=O)N2CCCC2)cc1
8%	CCOc1ccc(/C(O)=C2/C(=O)C(=O)N(CC3CCCO3)C2c2cccs2)cc1 (centres undefined)
1%[57.5 µM]	O=C(OCC#Cc1c(COC(=O)c2ccccc2)nnn1Cc1ccccc1)c1ccccc1

# More results
ERK EGF block	compound
1%[57.5 µM]	COc1cc(/C=N/NC(=O)CNC(=O)c2ccc3c(c2)OCCO3)ccc1O
-16%[57.5 µM]	Cc1ccc(S(=O)(=O)NC(=O)Nc2cc(C)ccc2F)cc1
25%	CC(C)=CCc1c(O)cc2oc(C)cc(=O)c2c1O
-3%	O=C(NN=C1CCCC1)c1ccccc1OCc1ccc(Cl)cc1
2%	CSc1nc2[nH]ncc2c(=O)n1-c1ccccc1
-9%	COc1ccc(C(=O)N2CCC3(CC2)CN(Cc2ccc(C#N)cc2)C3)cc1
-7%	O=C(COc1ccc([N+](=O)[O-])cc1)Nc1ccccc1N1CCCC1
-2%[57.5 µM]	C/C(=N\NC(=O)CSc1nc(C)[nH]c1[N+](=O)[O-])c1ccc(F)cc1

# Further records:
ERK EGF block	compound
3%	O=C(COc1cccc2ccccc12)N/N=C/c1ccncc1
-4%	Cc1nn(C)c(C)c1S(=O)(=O)N1CCC(CO)(CC2CCCCO2)CC1 (centres undefined)
?	CS(=O)(=O)c1ccc2c(c1)sc1nc(=O)c(/C=C3/C=CC(=O)C(O)=C3)c(N)n12
5%	COC(=O)NC(CCc1ccccc1)C(C(C)=O)C(=O)OC (centres undefined)
-3%[57.5 µM]	O=C(Nc1ncn[nH]1)c1ccccc1O
1%	OC[C@@H]1CCCN1Cc1nc(-c2cccs2)no1
5%	COc1ccc(C(=O)N/N=C/c2sc3ccccc3c2O)cc1
0%	C/C(=N\NC(=O)c1cc2c(s1)CCC(C)C2)c1ccncc1 (centres undefined)

# The list goes on; the last 2 above are carried over.
ERK EGF block	compound
5%	COc1ccc(C(=O)N/N=C/c2sc3ccccc3c2O)cc1
0%	C/C(=N\NC(=O)c1cc2c(s1)CCC(C)C2)c1ccncc1 (centres undefined)
-1%	Cc1cc(NC(=O)C2C3C(=O)N(CC4CCCO4)C(C(=O)NC(C)(C)C)C34C=CC2(C)O4)no1 (centres undefined)
-19%	CCOC(=O)C1C(=O)CC(C)(O)C(C(=O)OCC)C1c1ccc(N(CC)CC)cc1 (centres undefined)
-16%	COc1ccc(NC(=S)NCc2ccc3c(c2)OCO3)cc1
5%[57.5 µM]	C=C(C)[C@@H]1CC=C(C(=O)O)CC1
-3%	Cc1c(-n2c(SCC(C)C)nc3ccccc3c2=O)c(=O)n(-c2ccccc2)n1C
-2%	COc1ccc(/C=N/NC(=O)c2ccco2)cc1Cn1nc(C)c([N+](=O)[O-])c1C
2%	Cc1ccc(NC(=S)NCCc2ccc(F)cc2)c(C)c1
12%[57.5 µM]	CCN(CC)CCOC(=O)c1ccc(N/C=C(/C#N)c2nc(-c3ccc4c(c3)OCO4)cs2)cc1

# Additional records
ERK EGF block	compound
-7%	CCOc1ccc(N=Cc2c(C)[nH]n(-c3nc4ccccc4[nH]3)c2=O)cc1
7%	CC(=O)Nc1ccc(Nc2c([N+](=O)[O-])cc(S(C)(=O)=O)cc2[N+](=O)[O-])cc1
9%	CC(=O)Nc1ccc(Nc2ccc(N3C(=O)CCCC3=O)cc2[N+](=O)[O-])cc1
-9%	O=C(NCc1ccccc1)c1ccccc1-c1nc2ccccc2[nH]1
-5%	CC(=O)c1ccc(OCc2ccccc2)c(C)c1O
5%	Cc1c(Cl)cccc1NC(=O)c1ccc(OCC(=O)NCc2ccccc2)cc1
11%	CCN(CC)S(=O)(=O)c1cc(NC(=O)CN2CCN(c3ccccn3)CC2)ccc1C
0%	Cc1ccc(N2C(=O)CSC2=S)cc1C

# (further entries)
ERK EGF block	compound
-9%	CC1CCCCC1NC(=O)CO/N=C/c1ccc(OC(F)F)cc1 (centres undefined)
3%	CCCCN1C(=O)C2C3C=CC(C2C1=O)C1C2C(=O)N(CCCC)C(=O)C2C31 (centres undefined)
-8%[57.5 µM]	COC(=O)CCCNC(=O)CC1C(=O)NCCN1Cc1ccoc1 (centres undefined)
-22%	Cc1ccccc1C(=O)NC(CC(C)C)C(=O)NN1C(=O)c2ccccc2C1=O (centres undefined)
?	COc1ccc(C(=O)c2sc3nc(C)cc(-c4cccs4)c3c2N)cc1OC
13%	CC(C)NC(=O)c1ccc(-n2c(=S)[nH]c3ccccc3c2=O)cc1
1%	CCOC(=O)c1c(C)[nH]c(C(=O)CSc2nccc(C)n2)c1C
-1%	CC(C)[C@@H](CC(=O)N[C@@H]1CCCC[C@H]1C(=O)N[C@H](CC(=O)N[C@@H](CCC(=O)O)CC(=O)O)Cc1ccccc1)NC(=O)C[C@H](Cc1ccccc1)NC(=O)[C@@H]1CCCC[C@H]1N

# Ordered by the number under ERK EGF block (high to low): five of the compounds above
ERK EGF block	compound
3%	CCCCN1C(=O)C2C3C=CC(C2C1=O)C1C2C(=O)N(CCCC)C(=O)C2C31 (centres undefined)
1%	CCOC(=O)c1c(C)[nH]c(C(=O)CSc2nccc(C)n2)c1C
-1%	CC(C)[C@@H](CC(=O)N[C@@H]1CCCC[C@H]1C(=O)N[C@H](CC(=O)N[C@@H](CCC(=O)O)CC(=O)O)Cc1ccccc1)NC(=O)C[C@H](Cc1ccccc1)NC(=O)[C@@H]1CCCC[C@H]1N
-9%	CC1CCCCC1NC(=O)CO/N=C/c1ccc(OC(F)F)cc1 (centres undefined)
-22%	Cc1ccccc1C(=O)NC(CC(C)C)C(=O)NN1C(=O)c2ccccc2C1=O (centres undefined)

# Next section:
ERK EGF block	compound
3%	COCC(=O)N1CCC2(CC1)CN(Cc1ccccc1OC)C2
9%[57.5 µM]	COC(=O)c1nnn(-c2cc(Cl)cc(Cl)c2)c1C(=O)OC
1%[57.5 µM]	O=C(COC(=O)CN1C(=O)c2cccc([N+](=O)[O-])c2C1=O)NC1CCS(=O)(=O)C1 (centres undefined)
3%	CN(C)S(=O)(=O)c1ccc(N2CCCC2)c(C(=O)Nc2nc3ccccc3s2)c1
2%	COc1ccccc1C(=O)OCc1ccc2sc(C)nc2c1
-2%	Cc1cc(/C=N/NC(N)=S)c(C)n1-c1cccc(Cl)c1
3%[57.5 µM]	O=C1c2cccc3c([N+](=O)[O-])ccc(c23)C(=O)N1CCc1ccccn1
-9%[57.5 µM]	O=[N+]([O-])c1ccc(N=Cc2c(O)ccc3ccccc23)cc1

# Going on with the list.
ERK EGF block	compound
3%	C/C(=N\NC(=O)c1ccncc1)C12CC3CC(CC(C3)C1)C2
5%	CC(=O)Nc1cccc(NC(=O)Cc2nc(-c3ccccc3)sc2-c2ccc(C)cc2)c1
-1%	Nc1sc(-c2ccccc2)c(Cc2ccccc2)c1C(=O)O
-4%	N#CCCN(C(=O)COc1ccc(Cl)cc1Cl)c1ccccc1
-3%[57.5 µM]	O=C1N=C(N2CCc3ccccc3C2)S/C1=C\c1ccc(O)cc1
-1%	CCC(C)NS(=O)(=O)c1ccc(OCC(=O)NCc2ccc(OC)cc2)cc1 (centres undefined)
3%	CC1CC2(NC(=O)NC2=O)C(C)CN1C (centres undefined)
26%[57.5 µM]	O=c1ccnc(Nc2ccc3c(c2)OCCO3)[nH]1

# Additional records.
ERK EGF block	compound
-6%	O=C(CSc1ccccc1)N/N=C/c1ccccc1O
-12%	CC(=O)c1sc(NC(=O)CCOc2ccccc2)nc1C
3%	COc1ccc(Nc2ncnc3c2cnn3-c2ccccc2)cc1OC
7%[57.5 µM]	Cc1noc(C)c1NC(=O)NC(c1ccccc1)c1ccccc1
0%[57.5 µM]	C=CCNC(=S)NCc1ccccc1
8%	CCc1ccccc1NC(=O)CN(C)C(=O)CSc1nnc(Nc2cccc(C)c2C)s1
-2%	CCOc1cc(NC(=S)NCC2CCCO2)c(OCC)cc1NC(=O)c1ccccc1F (centres undefined)
-4%[57.5 µM]	C#Cc1ccc([C@H]2C=C(C(=O)N3CCN(Cc4ccccc4)CC3)O[C@@H](OCC)[C@@H]2CCCO)cc1

# Carrying on:
ERK EGF block	compound
-2%	Cc1cccc(NS(=O)(=O)Cc2ccccc2)n1
0%	O=C(CN1N=C(c2ccccc2)CCC1=O)NCCCN1CCc2ccccc2C1
-7%	O=C(O)Cn1cc(/C=C2/NC(=O)N(c3ccc(Cl)cc3)C2=O)c2ccccc21
?	CCN(C(=O)c1ccc2c(Cl)c3c(nc2c1)CCC3)c1ccc(C)c(C)c1
-1%	CCCSc1nc2c(cnn2-c2ccc(C)cc2)c(=O)[nH]1
?	Cc1ccc(S(=O)(=O)Nc2nc3ccccc3nc2NCC2CCCO2)c(C)c1 (centres undefined)
1%[57.5 µM]	COc1ccc(CC(=O)OCC(=O)Nc2ccc(C(=O)Nc3ccc(OC)cc3)cc2)cc1
0%	Cc1ccc(NC(=O)c2sccc2C)cc1[N+](=O)[O-]

# (further entries)
ERK EGF block	compound
6%	Cc1ccc(S(=O)(=O)CCSC(=N)N)cc1
-2%	O=C(CSc1ncn[nH]1)NC1CCCc2ccccc21 (centres undefined)
-7%[57.5 µM]	COc1ccc2cc3c(N)nn(C(=O)c4ccccc4Cl)c3nc2c1
8%	COCCN(C(=O)CSc1nnc(-c2ccccc2C)n1C)c1c(N)n(Cc2ccccc2)c(=O)[nH]c1=O
2%	COc1ccc(N(C(=O)CCl)C(C(=O)NC2CCCCC2)c2cccnc2)cc1 (centres undefined)
3%	CCc1nnc(NS(=O)(=O)c2ccc(N/C=C\C(=O)c3ccc4ccccc4c3)cc2)s1
-2%	COc1ccccc1NC(=O)c1ccc(-n2cncn2)nc1
-3%	CCN(C(C)=O)N(CC)c1nc(Cl)nc(NC(C)C)n1

# (continued)
ERK EGF block	compound
?	CN1CCN(C(=S)c2ccc(-c3cccc([N+](=O)[O-])c3)o2)CC1
-2%	CN(C(=O)CSc1nc2cc(C(=O)O)ccc2c(=O)n1Cc1ccccc1)C1CCS(=O)(=O)C1 (centres undefined)
0%	CC(=O)Cc1nsc(NC(=O)c2ccc(Br)o2)n1
4%[57.5 µM]	CC(=O)C1=C(O)C(=O)N(c2cccnc2)C1c1cccc([N+](=O)[O-])c1 (centres undefined)
-3%	COc1ccc(Cc2nnc(NC(=O)CSc3ccc(C)cc3)s2)cc1
?	S=C(Nc1ccc(Nc2ccccc2)cc1)NC1CCCCCC1
2%	NC1=NC(=O)/C(=C\c2cccnc2)S1
1%[57.5 µM]	N/C(CC(=O)Nc1ccc(F)cc1F)=N\OC(=O)c1cccs1

# Later entries.
ERK EGF block	compound
3%	O=C(CCCn1c(SCc2cc(=O)n3ccccc3n2)nc2ccccc2c1=O)NCC1CCCO1 (centres undefined)
8%	COc1ccc(C(=O)C2CCCN(C3Cc4ccccc4C3)C2)c(OC)c1 (centres undefined)
-5%[57.5 µM]	Cc1cc(C(=O)N/N=C/c2cccnc2)n[nH]1
-6%	CN(C)CCCNc1ccc(S(N)(=O)=O)cc1[N+](=O)[O-]
-3%	Clc1ccc2c(c1)N=C(N1CCNCC1)c1ccccc1N2
-4%	Cc1ccnc(NC2c3ccccc3C(=O)N2Cc2ccccc2Cl)c1 (centres undefined)
-5%	C/C(=N\NC(=S)NCc1ccccc1)c1ccc(C(C)(C)C)cc1
-9%	O=C(Nc1cc(C(F)(F)F)ccc1Cl)c1ccncc1

# Of the compounds above, 2 contain a tert-butyl group:
ERK EGF block	compound
-1%	Cc1cc(NC(=O)C2C3C(=O)N(CC4CCCO4)C(C(=O)NC(C)(C)C)C34C=CC2(C)O4)no1 (centres undefined)
-5%	C/C(=N\NC(=S)NCc1ccccc1)c1ccc(C(C)(C)C)cc1

# Further records
ERK EGF block	compound
2%	COC(=O)c1ccc(COC(=O)c2nn(C)c(=O)c3ccccc23)cc1
2%	CCN(CC)S(=O)(=O)c1ccc(C(=O)OCCN2C(=O)c3cccc4c(N5CCOCC5)ccc(c34)C2=O)cc1
-1%	Cc1ccccc1C(=O)Nc1ccc2c(C#N)c3nc4ccccc4nc3n2c1
-4%	CNc1ccc(C(=O)c2ccccc2C(=O)O)cc1[N+](=O)[O-]
?	COc1ccc(C(C)=O)c(O)c1
-6%	FC(F)(F)c1cccc(-c2nn[nH]n2)c1
5%	COc1cccc(/C=N/NC(=O)c2ccc(CN3c4cccc5cccc(c45)S3(=O)=O)cc2)c1
3%	Nc1nnc(SCC(=O)NN2C(=O)NC3(CCCCC3)C2=O)s1

# Source: PubChem (National Center for Advancing Translational Sciences (NCATS))
